# Source: PubChem BioAssay (National Center for Advancing Translational Sciences (NCATS))
# FBPA Giardia inh – blocks Giardia fructose-bisphosphate aldolase activity; A8B2U2; purified Giardia FBPA; Potency, µM (series often up to 59.6 µM), without a hit: top-dose activity, negative = inhibition, most hits filed as inhibitors; 0.71% of 290,000 active; AID 2451; note: potency is the fitted concentration of half-maximal effect; % is set by controls: 0 for no effect and ±100 for the full control effect; nearly all actives have a fitted effect of over 55% in size
# Target sequence (A8B2U2 whole entry, looked up): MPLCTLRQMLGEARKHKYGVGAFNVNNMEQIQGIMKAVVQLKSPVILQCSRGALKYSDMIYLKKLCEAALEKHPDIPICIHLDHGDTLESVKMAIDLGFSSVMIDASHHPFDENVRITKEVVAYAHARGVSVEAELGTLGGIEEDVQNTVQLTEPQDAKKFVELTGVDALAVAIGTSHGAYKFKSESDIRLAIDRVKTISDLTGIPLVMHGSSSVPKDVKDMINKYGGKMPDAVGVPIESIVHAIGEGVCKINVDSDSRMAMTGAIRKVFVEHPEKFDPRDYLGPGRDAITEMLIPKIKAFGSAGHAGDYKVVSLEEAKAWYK
#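 Giardia FBPA (40 nM reagent) was preincubated 10 min at RT with compound (up to 57.5 uM final), then substrate plus GAPDH/TPI/NAD/arsenate coupling system with diaphorase/resazurin was added; resorufin fluorescence (525/598 nm) was read after 20 min.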
# CHX counter – affects cycloheximide protein synthesis inhibition readout, counter-screen; max response, %; 12% of 300,000 active; AID 2314; cell reporter, cycloheximide protein synthesis inhibition counterscreen; in the data active = max response mostly above about 13%, no sharp cut-off; inactive = mostly below about 14%; note: read at 38.3 µM for the half of the compounds with a filed dose; 0% is about no effect
# AmpC detergent – inhibitors of E. coli AmpC beta-lactamase with detergent | 0.041% of 370,000 active | P00811 | AmpC hydrolysis of nitrocefin, absorbance 480 nm, 0.01% Triton | Potency, µM (series often up to 114 µM), inactives show at the highest dose activity change, negative = inhibition, usual class: inhibitors | AID 485294;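 note: potency is the fitted concentration of half-maximal effect; 0% = no-compound wells and -100% = no-enzyme wells; nearly all actives have a fitted effect of over 25% in size; some results filed as inactive show a strong effect at the top dose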
# Target sequence (P00811 whole entry, looked up): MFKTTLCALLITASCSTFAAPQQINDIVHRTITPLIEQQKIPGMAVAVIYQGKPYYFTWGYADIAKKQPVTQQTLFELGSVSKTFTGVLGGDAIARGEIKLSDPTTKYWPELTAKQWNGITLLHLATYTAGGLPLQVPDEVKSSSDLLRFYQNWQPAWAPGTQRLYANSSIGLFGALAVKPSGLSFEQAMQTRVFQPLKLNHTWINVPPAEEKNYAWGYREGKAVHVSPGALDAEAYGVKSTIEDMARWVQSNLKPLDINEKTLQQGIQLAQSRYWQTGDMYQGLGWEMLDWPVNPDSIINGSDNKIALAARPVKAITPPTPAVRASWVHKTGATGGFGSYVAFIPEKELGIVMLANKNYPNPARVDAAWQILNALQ
#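 20 mM phosphate pH 7.0 + 0.01% (detergent screen) or 0.0001% Triton X-100; 5.3 nM AmpC reagent; cpd preinc 15 min RT; nitrocefin (800 uM stock) to start; A480 q20 s × 4 min; Activity was normalised to no-enzyme and no-compound control wells.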
# HCMV antiviral – human cytomegalovirus inhibition; AID 1259415; activity change, negative = inhibition, % at 57.5 µM; HFF cells, HCMV-luciferase reporter, 72 h; active compounds read low; 4.5% of 410,000 active; in the data active = activity change below about -60%; inconclusive = no clear call, values can overlap the other calls; inactive = above about -39%; note: % is set by controls: 0 for no effect and ±100 for the full control effect
#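 Two compound doses tested in HFFs infected with HCMV-luciferase, MOI 1 PFU/cell, 72 h at 37C. Lysate luminescence read with OneGlo; data normalized against buffer-only and 10uM Salinomycin inhibitor controls.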
# AMA1 RON2 block – disrupts binding of P. falciparum AMA1 to RON2; AlphaScreen AMA1-biotinylated RON2 peptide binding; Potency, µM (highest dose often 58.2 µM), without a hit: at the top dose activity change, negative = inhibition, most hits filed as inhibitors; 0.2% of 360,000 active;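 note: potency is the fitted concentration of half-maximal effect; 0% = vehicle wells and -100% = peptide control; nearly all actives have a fitted effect of over 45% in size; some results filed as inactive show a strong effect at the top dose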
#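 AMA1 (3D7) with his tag at 25 nM final met compounds first, then biotinylated RON2 peptide at 25 nM; detection used donor plus acceptor beads, 10 µg/mL apiece, read by AlphaScreen after 30 min at room temperature.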
# AmpC inh no detg – AmpC beta-lactamase inhibition without detergent | P00811 | AmpC nitrocefin hydrolysis, absorbance 480 nm, 0.0001% Triton | Potency, µM (highest dose often 57.1 µM), without a hit: at the top dose activity change, negative = inhibition, actives largely listed as inhibitors | 0.52% of 330,000 active | AID 485341;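 note: potency is the fitted concentration of half-maximal effect; plate controls were no compound for no effect and no enzyme for full effect; nearly all actives have a fitted effect of over 20% in size; some results filed as inactive show a strong effect at the top dose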
#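 20 mM phosphate pH 7.0 + 0.01% (detergent screen) or 0.0001% Triton X-100; 5.3 nM AmpC reagent; cpd preinc 15 min RT; nitrocefin (800 uM stock) to start; A480 q20 s × 4 min; Activity was normalised to no-enzyme and no-compound control wells.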
# Shiga inhibitor – inhibitors of Shiga toxin in Vero cells; Vero cells, Shiga toxin protein synthesis inhibition reporter; inhibition, % at 38.7 µM; 9.2% of 290,000 active; AID 2315; in the data active = inhibition mostly above about 28%, no sharp cut-off; inactive = mostly below about 43%; note: 0% is about no effect
# * hit, by the source's call; ? = inconclusive; · = not tested or not shown; & = joins results of further samples; [ ] = remark or other dose. Unless noted, calls come from the whole dose curve; as a rule, active = well fitted curve in the direction sought with a large enough effect; inconclusive = small, poorly fitted or top-dose-only effect, or another doubt; inactive = no such curve, though single readings can be large; an effect the other way counts as inactive or inconclusive.
# Each structure is followed by: FBPA Giardia inh | CHX counter | AmpC detergent | HCMV antiviral | AMA1 RON2 block | AmpC inh no detg | Shiga inhibitor
> Cc1ccc(-c2csc3nc[nH]c(=O)c23)cc1
  1% | 6 | -8% | ? | -9% | -33% | 6
> Cc1cccc(NC(=O)Nc2ccc(C)c(C)c2)n1
  2% | 24* | 13%&-2% | 95&115 | 4% | -19% | 54*
> CN(CCc1ccccn1)C(=O)Nc1ccc(Cl)cc1
  0% | 32* | 6% | 52 | 8% | · | 97
> CCOC(=O)CC(=O)Nc1ccccc1C(=O)O
  -1% | -2 | -7% | 31 | 24% | -2% | -20
> CCOc1cccc(/C(O)=C2/C(=O)C(=O)N(CCOC)C2c2ccncc2)c1 (stereo unspecified)
  -3% | 3 | 1% | 4 | 13% | -12% | -9
> NS(=O)(=O)c1ccc(CNS(=O)(=O)c2ccc3c(c2)OCCO3)cc1
  · | -1 | -3% | -35 | 10% | -3% | -4
> COc1ccc(CCNC(=O)c2ccc(Cl)c(S(=O)(=O)N3CCCC3)c2)cc1
  · | · | 8% | -74* | 5% | -20% | ·
> COc1ccc(/C=N/Nc2nonc2N)cc1OC
  -1% | 8 | 8% | 18 | 0% | -24% | 3
> O=C(Nc1ccc2c(c1)nc1n2CCN(Cc2ccccc2)C1)c1cccs1
  -17% | 13 | -13% | -23 | 2% | -23% | 15
> O=C(Nc1ccccc1)c1ccc(NC2CCCCC2)c(S(=O)(=O)N2CCOCC2)c1
  2% | -2 | -10% | -28 | -9% | -2% | -2
> CCOC(=O)C1(Cc2ccc(Cl)cc2)CCN(C(=O)c2cscn2)CC1
  2% | 0 | 7% | -15 | -6% | 118%[activator] | -4
> CCOC(=O)c1cnc2ccc(OCC)cc2c1NCc1ccccc1OC
  -27% | -1 | 1% | -70* | 12% | -8% | 9
> COC(=O)c1ccc2c(=O)n(CCN3CCOCC3)c(SCC(=O)NCc3ccccc3)nc2c1
  8% | -6 | -10% | -16 | -2% | 0% | -5
> COc1ccc(Nc2nc(N)c([N+](=O)[O-])c(N3CCOCC3)n2)cc1
  1% | -2 | 0% | 32 | 25% | -35% | -1
> CCNC(=O)Cc1ccc(NS(=O)(=O)c2ccc(F)cc2)cc1
  3% | 5 | -6% | -26 | 12% | -44% | 2
> Cc1cccc(C)c1NC(=O)C1CCCN1C(=O)OC(C)(C)C (stereo unspecified)
  0% | 7 | 6% | -3 | -9% | -3% | 13
> Cc1sc2ncnc(Sc3ccccc3C(=O)O)c2c1C
  12% | -2 | -11% | -11 | 30%[activator] | -16% | 1
> O=C(Nc1ccncc1)c1ccc2c(c1)S(=O)(=O)c1ccccc1C2=O
  3% | -3 | ? | -34 | 21% | -21% | -8
> Cc1sc(NC(=S)NC(=O)c2ccco2)c(C#N)c1C
  ? | 15* | 7% | -24 | 60%[activator] | -27% | 27
> Cc1csc(-c2cnn(-c3ccccc3)c2NC(=O)c2cccc(C(F)(F)F)c2)n1
  0% | -4 | -13% | 3 | 9% | 172%[activator] | -3
> O=C(O)C1C2C=CC(C2)C1C(=O)NCc1ccco1 (stereo unspecified)
  -1% | -5 | -3% | -16 | -13% | 0%[2.29 µM] | -5
> C=CCCCCCCCCc1nc(=S)[nH][nH]1
  13% | -3 | -5% | -16 | 9% | -34% | -2
> COc1ccc(OC)c(CN2CCN(Cc3cc(=O)oc4cc(O)ccc34)CC2)c1
  12% | -2 | -10% | 6 | -14% | -29% | 25
> O=C(C1CCCN(Cc2ccc(Br)cc2)C1)N1CCCCC1 (stereo unspecified)
  ? | -4 | 1% | ? | ? | 2% | -1
> N#CC1=C(N)C(C#N)(C#N)[C@H](c2ccoc2)[C@H]2CN(Cc3ccccc3)CC=C12
  ? | -4 | -9% | ? | -5% | -40% | -19
> COCCOC(=O)c1c(N)n(Cc2ccc(OC)cc2)c2nc3ccccc3nc12
  -18% | -1 | 8% | 81 | 33%[activator] | 186%[activator] | -13
> CCN(CC)C(=O)Cn1cc(C(=O)C(=O)NCc2ccccn2)c2ccccc21
  -5% | 1 | -4% | -14 | 60%[activator] | 2% | 17
> C[C@H](CO)N1C[C@H](C)[C@@H](CN(C)C(=O)Nc2ccc3c(c2)OCO3)Oc2c(NS(=O)(=O)c3cn(C)cn3)cccc2C1=O
  · | · | · | 9 | -22% | -6% | ·
> O=C(COC(=O)c1cc(S(=O)(=O)N2CCCC2)ccc1O)Nc1ccccc1Br
  · | · | · | -18 | -4%[11.6 µM] | 19% | ·
> Cc1c(N=Cc2c(O)n(Cc3ccccc3)c(=O)[nH]c2=O)c(=O)n(-c2ccccc2)n1C
  4% | -2 | ? | -28 | 8% | -15% | -6
> CCOC(=O)c1c(C)c(-c2ccccc2)n(CC(=O)N2CCCC2)c1C
  -15% | -6 | ? | 24 | -7% | 117%[activator] | -16
> Cc1nnc2ccc(-c3ccc(NC(=O)c4cccnc4Cl)cc3)nn12
  3% | -9 | -1% | 128 | -1% | -20% | 19
> Cc1ccc(Cl)cc1NC(=O)CSc1sc2c(O)cc(=O)[nH]c2c1C#N
  -2% | -4 | -2% | 2 | -3% | -53% | 14
> O=C(Cn1cnc2ccccc2c1=O)c1ccc2c(c1)OCCO2
  11% | 50* | -9% | 16 | -1% | -19% | 70*
> Cc1cc(NS(=O)(=O)c2ccc(NC(NC(=O)C(C(F)(F)F)C(F)(F)F)(C(F)(F)F)C(F)(F)F)cc2)no1
  -7% | -3 | ? | · | 5% | -15% | 1
> CCOP(=O)(OCC)/C(=N/OC(=O)c1ccccc1C)C(N)=O
  1% | -5 | -2% | -11 | 8% | -18% | 6
> CC(=O)c1ccc(OC(=O)/C=C/c2ccccc2)cc1
  0% | -2 | -7% | 23 | -5% | 3% | 10
> Cc1ccccc1NC(=S)NC12CN3CN(CN(C3)C1)C2
  -6% | -2 | -13% | -6 | 1% | -19% | 7
> O=C(O)Cn1cccc1C(=O)c1ccccc1
  7% | 11 | -15% | 78 | ? | -40% | 18
> COc1ccc(C(CNC(=O)CNS(=O)(=O)c2ccc(NC(C)=O)cc2)N2CCOCC2)cc1 (stereo unspecified)
  · | · | -19% | -24 | -15% | 5% | ·
> CC(=O)Nc1nnc(SCC(=O)N2C(C)CCCC2C)s1 (stereo unspecified)
  5% | -4 | -4% | 8 | -1% | -2% | -6
> Cc1cc(-c2nc3ccccc3c(=O)o2)ccc1[N+](=O)[O-]
  9% | 13 | 0% | 12 | -1% | -5% | 5
> CCN(CC(=O)N1CCCCCC1)S(=O)(=O)c1ccc(Cl)cc1
  2% | -2 | -3% | -9 | -5% | · | -2
> N#C/C(=C\c1ccc(N2CCCC2)c([N+](=O)[O-])c1)c1nc2ccccc2[nH]1
  -4% | 50* | -13% | -8 | -1% | -23% | 112*
> Cc1c(N=Cc2ccccn2)c(=O)n(-c2ccccc2)n1C
  -24% | -6 | 5% | 20 | 2% | -29% | -15

# 10 of the compounds above, tab-delimited:
mol	FBPA Giardia inh	CHX counter	AmpC detergent	HCMV antiviral	AMA1 RON2 block	AmpC inh no detg	Shiga inhibitor
CCOP(=O)(OCC)/C(=N/OC(=O)c1ccccc1C)C(N)=O	1%	-5	-2%	-11	8%	-18%	6
CC(=O)c1ccc(OC(=O)/C=C/c2ccccc2)cc1	0%	-2	-7%	23	-5%	3%	10
Cc1ccccc1NC(=S)NC12CN3CN(CN(C3)C1)C2	-6%	-2	-13%	-6	1%	-19%	7
O=C(O)Cn1cccc1C(=O)c1ccccc1	7%	11	-15%	78	?	-40%	18
COc1ccc(C(CNC(=O)CNS(=O)(=O)c2ccc(NC(C)=O)cc2)N2CCOCC2)cc1 (stereo unspecified)	·	·	-19%	-24	-15%	5%	·
CC(=O)Nc1nnc(SCC(=O)N2C(C)CCCC2C)s1 (stereo unspecified)	5%	-4	-4%	8	-1%	-2%	-6
Cc1cc(-c2nc3ccccc3c(=O)o2)ccc1[N+](=O)[O-]	9%	13	0%	12	-1%	-5%	5
CCN(CC(=O)N1CCCCCC1)S(=O)(=O)c1ccc(Cl)cc1	2%	-2	-3%	-9	-5%	·	-2
N#C/C(=C\c1ccc(N2CCCC2)c([N+](=O)[O-])c1)c1nc2ccccc2[nH]1	-4%	50*	-13%	-8	-1%	-23%	112*
Cc1c(N=Cc2ccccn2)c(=O)n(-c2ccccc2)n1C	-24%	-6	5%	20	2%	-29%	-15

# (next part)
# Each structure is followed by: FBPA Giardia inh | CHX counter | AmpC detergent | HCMV antiviral | AMA1 RON2 block | AmpC inh no detg | Shiga inhibitor
> O=S(=O)(c1ccc(NC(=S)NCc2ccco2)cc1)N1CCCCC1
  -5% | -3 | 6% | 3 | -9% | -54% | 6
> CCCn1c(=O)c2c(c3ccccc31)OC(C)C(=O)N2 (stereo unspecified)
  5% | -3 | 1% | 169 | 1% | -5% | -11
> O=C(CCN1CCCCC1)Nc1ccccc1
  6% | 1 | -6% | ? | 2% | -5% | 1
> Cc1cc(C)cc(N(CC(=O)Nc2ccccc2C(=O)N2CCOCC2)S(C)(=O)=O)c1
  3% | -3 | -10% | 22 | 7% | -11% | 12
> N#CC1=C2SCN(Cc3ccccc3)CN2C(=O)CC1c1ccccc1F (stereo unspecified)
  ? | -2 | ? | · | 0% | -24% | 8
> C=CCOc1ccc(/C(O)=C2\C(=O)C(=O)N(CCN(C)C)C2c2cccs2)cc1 (stereo unspecified)
  -5% | 40 | 3% | -16 | 5% | -17% | 62*
> CC(OC(=O)c1nc(Cl)ccc1Cl)C(=O)c1ccccc1 (stereo unspecified)
  · | · | -19% | -15 | -2% | -21% | ·
> CC(NC(=O)COC(=O)CNC(=O)c1ccccc1Cl)C1CC2CCC1C2 (stereo unspecified)
  · | · | -1% | -1 | 2% | 8% | ·
> CCN1CCN(C(=O)C2CCN(c3nnc(C)c4c(C)n(-c5ccc(C)cc5)nc34)CC2)CC1
  -9% | -1 | -9% | -24 | 0% | 113%[activator] | -13
> O=C(COC(=O)c1nc(Cl)ccc1Cl)Nc1ccc2[nH]c(=O)[nH]c2c1
  · | · | ? | -7 | -2% | -3% | ·
> COc1cccc(C(=O)NC(C)c2ccc(Br)cc2)c1 (stereo unspecified)
  5% | -2 | ? | -8 | -6% | -26% | 11
> COc1cc(C2C(C#N)=C(N)N(Nc3ccccc3)C3=C2C(=O)CC(C)(C)C3)ccc1OCc1ccccc1 (stereo unspecified)
  -11% | 2 | -8% | -14 | -15% | -9% | -1
> CS(=O)(=O)N(CC(=O)NCc1ccncc1)c1ccc(F)c(Cl)c1
  1% | -2 | -1% | -5 | 1% | -4% | 9
> Cc1ccc2ccc3cccc4ccc1c2c34
  · | · | -1% | 0 | 125%[activator] | -11% | ·
> CCOc1ccc(CCNc2nc3c(c(=O)n(C)c(=O)n3C)n2CC)cc1OCC
  1% | -1 | -12% | -97* | 3% | -7% | 1
> O=[N+]([O-])c1ccc(-c2nnc(CNC3CCCC3)o2)cc1
  -7% | 13 | 0% | -9 | 21% | 1% | 20
